HER2 expr 66K: inhibitors of Her2 protein expression, primary screen, SKBR-3 cells, AlphaScreen, 66K library | hit rate 0.69% among 65,000 | HER2 level % of control, % at 10 µM | AID 645, 2007 | SKBR-3 HER2 protein level, 18-24 h; hits give low values | Receptor tyrosine-protein kinase erbB-2 (Homo sapiens), P04626;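 active means HER2 level under 5% of the carrier-only control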;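 further: 100% = DMSO carrier and 0% = 500 nM PU-H71 HSP90 inhibitor; lower value means stronger loss of Her2 protein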
TNAP act DEA: human TNAP enzyme activators, primary screen, biochemical, luminescent, intermediate phosphate acceptor level. Alkaline phosphatase, tissue-nonspecific isozyme (Homo sapiens), P05186. activation factor at 20 µM. purified TNAP, CDP-star luminescence, 100 mM DEA, 30 min; hits give high values; scale: 0 levamisole-inhibited, 1 vehicle-only enzyme. 64,000 tested, under 10 active. AID 813, 2007;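 active means activation factor of at least 2 at 20 µM, relative to controls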
FXIIa inh mix: human factor XIIa inhibitors, primary screen, biochemical, pooled compound mixtures, fluorogenic substrate; AID 684, 2007; Coagulation factor XII (Homo sapiens), P00748; inhibition, % at 5 µM; purified FXIIa; hit rate 0.2% among 62,000; in the data active means inhibition above about 20%, passing the limit was not always enough;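 further: 0% = enzyme without compound and 100% = no enzyme blank; some results filed as inactive read as strong as hits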
D1 mod: D1 CRE-luciferase signal change, two-sided – cell-based, HEK293 D1, dopamine EC30, D1 allosteric modulator project, primary screen | dopamine EC30 potentiation; actives deviate in either direction | D(1A) dopamine receptor (Homo sapiens), P21728 | hit rate 5.9% among 58,000 | B-score at 10 µM;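 active means luminescence count or its row- and column-corrected plate score outside the 99.7% band of the plate's sample wells, on either side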
SF-1 act: activators of human SF-1, primary screen, cell-based, CHO-K1, Gal4-SF-1 LBD, luciferase luminescence; activation, % at 10 µM; hit rate 1.9% among 65,000; Steroidogenic factor 1 (Homo sapiens), Q13285; CHO-K1 Gal4-SF-1 LBD luciferase reporter; % increase over DMSO SF-1-specific signal;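 active means activation above the mean activation of all tested compounds plus 3 SD, cut at about 50% in these data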
Target sequence (Q13285 whole entry, looked up, the tested form may be a part): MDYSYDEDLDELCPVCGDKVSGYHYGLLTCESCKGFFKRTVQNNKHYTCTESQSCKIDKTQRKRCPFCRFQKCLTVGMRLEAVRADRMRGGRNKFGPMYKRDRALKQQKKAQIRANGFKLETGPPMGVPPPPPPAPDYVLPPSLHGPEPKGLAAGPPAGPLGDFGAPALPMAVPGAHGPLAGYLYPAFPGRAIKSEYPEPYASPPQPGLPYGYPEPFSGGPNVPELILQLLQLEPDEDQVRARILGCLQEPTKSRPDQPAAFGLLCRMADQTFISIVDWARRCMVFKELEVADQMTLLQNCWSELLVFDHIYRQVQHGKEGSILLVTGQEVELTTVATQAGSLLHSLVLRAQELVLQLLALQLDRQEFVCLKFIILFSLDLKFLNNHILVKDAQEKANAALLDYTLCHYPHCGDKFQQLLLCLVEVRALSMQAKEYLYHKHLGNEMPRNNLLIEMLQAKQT
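Assay system: CHO-K1 cells co-transfected with Gal4 DBD–human SF-1 LBD, 5xGal4 luciferase reporter / Input: 4,000 cells per well / Incubation: 20 h compound exposure at 37 °C after 1 h cell settling / Detection: SteadyLite luciferase luminescence / Control set: DMSO negative control and −SF1 background wells / Replication: one test per compound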
Hsp90 block: tumor Hsp90 inhibitors, primary screen, cell lysate, fluorescence polarization, NCI-N417 lysate. Heat shock protein HSP 90-alpha (Homo sapiens), P07900. Cy3B-geldanamycin FP displacement. inhibition, % at 30 µM. hit rate 0.35% among 64,000;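 active means inhibition above 50%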;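 further: 0% = tracer plus lysate wells and 100% = tracer alone without lysate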
Cdc25B block: inhibitors of Cdc25B phosphatase catalytic domain, primary screen, biochemical, OMFP fluorescence | AID 368, 2006 | M-phase inducer phosphatase 2 (Homo sapiens), P30305 | recombinant Cdc25B, OMFP fluorescence Ex485/Em525 | hit rate 0.1% among 65,000 | inhibition, %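 (compounds tested at 10 µM final in the well)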; in the data active means inhibition above about 50%
RORa activator: activators of orphan receptor RORA, primary screen, cell-based, luminescence | Nuclear receptor ROR-alpha (Homo sapiens), P35398 | CHO-K1 Gal4-RORA LBD luciferase reporter; percent increase over mock-subtracted basal signal | activation, % at 10 µM | hit rate 1.5% among 65,000 | AID 560, 2006;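 active means activation above the mean of all tested compounds plus 3 SD, cut at about 49% in these data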;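 further: 0% = DMSO-treated RORA cells and 100% = added signal equal to DMSO minus mock-transfected cells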
MKP-1 inh: MKP-1 phosphatase inhibitors, primary screen, biochemical, in vitro; Dual specificity protein phosphatase 1 (Homo sapiens), P28562; recombinant MKP-1, OMFP hydrolysis fluorescence; inhibition, %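 (compounds tested at a single concentration somewhere between 10 and 100 µM)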; hit rate 0.15% among 65,000; AID 374, 2006;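 active means inhibition above about 50%, limit read from the data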;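 further: 0% = DMSO max control wells and 100% = wells with enzyme stopped by NaOH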
Target sequence (P28562 whole entry, looked up): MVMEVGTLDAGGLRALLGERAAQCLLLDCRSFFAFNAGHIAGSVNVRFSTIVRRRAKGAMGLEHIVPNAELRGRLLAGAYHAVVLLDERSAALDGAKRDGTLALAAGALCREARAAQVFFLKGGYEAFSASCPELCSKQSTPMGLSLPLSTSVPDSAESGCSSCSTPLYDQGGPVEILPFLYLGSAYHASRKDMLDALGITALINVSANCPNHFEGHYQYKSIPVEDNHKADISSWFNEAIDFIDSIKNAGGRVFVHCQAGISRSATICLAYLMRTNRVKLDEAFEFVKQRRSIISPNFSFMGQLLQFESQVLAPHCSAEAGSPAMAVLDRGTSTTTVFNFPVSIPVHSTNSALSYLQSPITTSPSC
* = called active by the depositor; . = not tested or not shown. This is a random part of the collection, and some 8.9% of all compounds hit somewhere here.

Fields: HER2 expr 66K, TNAP act DEA, FXIIa inh mix, D1 mod, SF-1 act, Hsp90 block, Cdc25B block, RORa activator, MKP-1 inh
1. CCN(CC)CCNC(=O)C1c2cc(OC)c(OC)cc2C(=O)N2CCc3ccccc3C12 (configuration not stated)
  179, 1, -14, 0.14, 15, -2, 6, -46, -8
2. COc1cc(C(C#N)N2CCOCC2)ccc1O (configuration not stated)
  79, 1, 8, 0.002, 3, 0, -10, -10, 0
3. CCOC(=O)c1cc(NC(=O)NCc2ccco2)c(C)nc1C
  ., 0.9, 1, -0.046, 13, ., -12, -15, 11
4. Cc1ccc(-c2nnc(N3CCN(C(=O)CSc4ncn[nH]4)CC3)c3ccccc23)cc1
  108, 0.9, -2, -1.9, 8, -3, -5, -22, 7
5. Nc1c(S(=O)(=O)c2ccccc2)c2nc3ccccc3nc2n1/N=C/c1cccc(O)c1
  -28*, 0.8, 5, ., -26, -7, 4, -8, 8
6. Nc1nc(CN2CCN(c3ccccn3)CC2)nc(Nc2ccc(Cl)cc2)n1
  90, 0.9, 6, 4.3*, -11, -5, 3, -10, 9
7. COc1ccccc1NC(=O)CS(=O)(=O)c1cccc2nsnc12
  117, 0.9, -17, 0.53, -6, -8, 3, 28, 3
8. Cn1c(C(=O)NCc2ccccn2)cc2c(=O)n3ccccc3nc21
  79, ., ., 0.043, 61*, 0, -16, 53*, 12
9. CCOc1ccccc1NC(=O)NC1CCN(CC(=O)Nc2ccc3c(c2)OCCO3)CC1
  102, 1, 4, -0.08, 4, -4, 2, 4, 4
10. CN(CCC(=O)Nc1ccc2c(c1)OCO2)Cc1ccccc1
  107, 0.9, 3, -0.78, 17, -1, -3, -1, 0
11. Cc1ccc(N=Cc2ccc(O)cc2O)cc1F
  78, 0.9, -9, -0.15, 8, 1, -6, -6, 3
12. COCCCNC(=O)CSC1=Nc2ccccc2C2=NC(Cc3c[nH]c4ccccc34)C(=O)N12 (configuration not stated)
  113, 0.9, 2, -0.28, 16, -5, -3, -31, 14
13. Cc1ccc(N(CC(O)COCc2ccco2)S(=O)(=O)c2ccc(C)cc2)cc1 (configuration not stated)
  117, 0.9, 0, 0.0067, 3, 0, -9, -7, 26
14. O=C(COC(=O)Cn1cnc2ccccc21)NCCC1=CCCCC1
  82, 1, 0, -0.29, 4, -2, -3, -14, -1
15. CC(C)CNC(=O)COc1ccc2c3c(c(=O)oc2c1)CCC3
  143, 0.9, -16, -0.0081, 10, 0, -11, 14, 10
16. CCN1CCCC1CNc1ncnc2c1[nH]c1ccc(F)cc12 (configuration not stated)
  86, 1, 1, -0.31, 0, -5, 1, -14, 13
17. COC(=O)C1(C)Nc2ccccc2C(=O)N1c1ccccc1C (configuration not stated)
  72, 1, 3, -0.4, -5, -2, -5, -5, 3
18. CCN(CC)CCCN1C(=O)C(O)=C(C(=O)c2sc(C)nc2C)C1c1ccco1 (configuration not stated)
  126, 1, 10, 0.88, -17, -18, 5, 1, -8
19. CCSCc1nnc(SCC(=O)Nc2nc3ccccc3s2)n1C
  142, 0.9, 1, 0.82, 36, 0, 2, 27, -2
20. CCOC(=O)N1CCN(C(=O)c2ccccc2N(C)S(C)(=O)=O)CC1
  74, 1, -4, 0.0069, -8, -3, 3, 3, 1
21. CC(=O)c1c(C)n([O-])c2ccccc2[n+]1=O
  80, 0.9, -27, -0.56, -13, -1, -1, -14, 6
22. CC1CCCCN1S(=O)(=O)c1ccc(NC(=O)c2cccc(-n3cnnn3)c2)cc1 (configuration not stated)
  65, 1, -3, 0.72, -8, -5, 6, -18, 29
23. Cc1cc2c(N3CCCCC3C)ncnc2s1 (configuration not stated)
  84, 0.9, -16, -1.1, 3, 1, 3, -7, 2
24. CCNC(=O)c1cc2c(=O)n3cccc(C)c3nc2n(Cc2ccc(C)cc2)c1=N
  83, 0.9, 15, 0.36, 8, 0, -11, 7, 23
25. COc1ccc(NC(=O)C2CCCN(c3c4c(nc5ncnn35)CCC4)C2)cc1 (configuration not stated)
  71, 1, 7, ., 6, -2, 0, 10, 4
26. COc1cccc(-c2nn(-c3ccccc3)cc2CO)c1
  78, 0.9, 15, 3.6*, 46, -3, 6, 62*, 22
27. CSc1nnc2c(n1)OC(C)N(C(=O)c1ccccc1)c1ccccc1-2 (configuration not stated)
  77, 1, 6, 1.2, 35, -2, -6, 43, 0
28. CC1(C)CC(=O)C=C(Nc2ccc(C(=O)O)cc2)C1
  45, 1, -33, ., -11, ., ., 12, .
29. Cc1nonc1NC(=O)CSc1nc(C2CCCCC2)nc2ccccc12
  11, 0.9, 1, 1.2, -3, -1, -1, -17, 20
30. CC(=O)N1CCN2C(=O)C1CCCC(=O)c1cc(C3CCCCC3)ccc12 (configuration not stated)
  99, 1, 9, 0.019, -6, -2, -9, -2, -10

An excerpt from above, limited to FXIIa inh mix, SF-1 act and HER2 expr 66K:
entry | SMILES | FXIIa inh mix | SF-1 act | HER2 expr 66K
27 | CSc1nnc2c(n1)OC(C)N(C(=O)c1ccccc1)c1ccccc1-2 (configuration not stated) | 6 | 35 | 77
28 | CC1(C)CC(=O)C=C(Nc2ccc(C(=O)O)cc2)C1 | -33 | -11 | 45
29 | Cc1nonc1NC(=O)CSc1nc(C2CCCCC2)nc2ccccc12 | 1 | -3 | 11

The main list resumes, starting two compounds before the break.
Fields: HER2 expr 66K, TNAP act DEA, FXIIa inh mix, D1 mod, SF-1 act, Hsp90 block, Cdc25B block, RORa activator, MKP-1 inh
29. Cc1nonc1NC(=O)CSc1nc(C2CCCCC2)nc2ccccc12
  11, 0.9, 1, 1.2, -3, -1, -1, -17, 20
30. CC(=O)N1CCN2C(=O)C1CCCC(=O)c1cc(C3CCCCC3)ccc12 (configuration not stated)
  99, 1, 9, 0.019, -6, -2, -9, -2, -10
31. COc1ccc(-c2nnc(SCC(=O)Nc3ccc(C)cc3)n2C)cc1
  93, 0.9, 1, -0.51, 12, 0, 8, 0, 21
32. CN1CCN(CCc2nc3cc(NC(=O)COc4ccccc4)ccc3n2C)CC1
  97, 0.9, 5, -0.03, -12, -5, -11, 11, 14
33. CN(c1ccccc1)S(=O)(=O)c1ccc(C(=O)Nc2nnc(-c3ccc(F)cc3)o2)cc1
  65, 1, 1, -2.5, -1, -2, 29, 5, 5
34. O=C(Cc1c(O)c2ccccc2[nH]c1=O)NC1CCCCCC1
  90, 0.9, -19, 0.14, -22, -4, -3, -1, -23
35. CC1CCCCN1C(=O)c1cc(-c2ccc(Cl)c(Cl)c2)on1 (configuration not stated)
  77, 0.9, 10, -0.055, 46, 2, -13, 62*, 34
36. CCOc1nonc1C(=N)/C(C(C)=O)=C(\C)O
  120, 0.9, -13, -0.048, -12, -4, -11, -12, 6
37. COc1ccc(NC(C)=O)cc1NC(=O)CCn1c(=O)sc2ccccc21
  95, ., ., 0.26, -19, 1, -3, 4, 2
38. Cn1c(=O)c2c(nc(N3CCOCC3)n2CCCNC2=NCCC2)n(C)c1=O
  120, 1, 4, -0.59, -2, -1, -10, -8, -6
39. CN1CCN(C(=O)CSc2nc(-c3ccncc3)ccc2C#N)CC1
  91, 0.9, ., 0.43, -6, -3, -17, -14, -14
40. COCCn1c(C(C)C)nc2oc3ccccc3c(=O)c2c1=O
  78, 1, 2, 1.2, -29, -1, -2, 7, 21
41. Cc1ccc2nc(NC(=O)C3CCN(S(=O)(=O)c4cccc5nsnc45)CC3)sc2c1
  69, 0.8, 2, -0.78, 0, 0, -9, 16, 14
42. N#Cc1nc(Cc2ccccc2)oc1NCCc1ccccc1
  61, 0.9, 10, 4.1*, 63*, -3, -12, 54*, -10
43. O=C(Nc1ccc2c(c1)OCCO2)C1CCN(c2nnnn2-c2ccccc2)CC1
  89, 0.9, 6, 0.23, -8, 2, -22, 0, -10
44. O=C(Cn1cc(C(=S)N2CCOCC2)c2ccccc21)N1CCOCC1
  161, 1, -14, -0.1, 4, -17, -10, -1, -4
45. O=c1[nH]c2cc3c(cc2cc1CN(Cc1ccccc1)Cc1nnnn1Cc1ccco1)OCCO3
  73, 0.8, -24, 1.2, 7, -2, 5, 9, 4
46. CC(=O)N(C)C1(c2nnnn2CCOC(=O)Nc2ccc(Cl)cc2)CCCCC1
  92, 1, -18, -0.021, -5, 0, -9, -6, 2
47. CCC(C(=O)Nc1ncccn1)(C(F)(F)F)C(F)(F)F
  138, 0.9, 9, -0.1, -7, -8, 0, 9, -12
48. C/C(=N\O)C(=O)NCc1ccncc1
  133, 1, 10, ., -17, 4, 7, -2, 7
49. N#Cc1nc(COc2ccc(Cl)cc2)oc1N1CCCC1
  64, 0.9, 12, 2.1, -5, -1, -2, 0, 11
